Screening data from PubChem.
CAL PDZ FP-1 = blocks peptide binding to human CAL PDZ domain; purified CAL PDZ, TMR-peptide fluorescence polarization, 1 h; inhibition, % at 20 µM; hit rate 0.02% among 330,000; AID 504414;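 active = highest replicate inhibition of at least 40%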;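 note: plate controls were DMSO neutral control wells for no effect and unlabeled competitor peptide control wells for full effect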
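Assay system – tagged CAL PDZ protein CerCALP, purified · Timing – 1 h at RT · Compound – single point, 20 µM · Measured by – fluorescence polarization from S- and P-plane intensities, G-factor corrected · Evaluation – inhibition from polarization loss · Probe or stimulus – TMR reporter peptide T*-PRC34 · Buffer or medium – pH 7.4 phosphate-saline buffer, reducing agent, detergent, IgG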
Rtt109 HAT inh = inhibitors of Candida albicans Rtt109/Vps75 histone acetyltransferase. Q5AAJ8. purified Rtt109/Vps75, ThioGlo CoA-SH fluorescence, 4 h. inhibition, % at 34.9 µM. hit rate 0.16% among 330,000;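 active = inhibition of at least 50% in every replicate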
dFosB activator = activators of mouse delta FosB homodimer; P13346; activation, % at 25 µM; AID 493131; hit rate 0.99% among 340,000; purified delta FosB, TAMRA-CDK5 oligo fluorescence polarization; percent of positive-control signal above neutral wells;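 active = mean activation above about 17%, with every replicate also reaching it, limit read from the data, passing the limit was not always enough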;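 note: fluorescence polarization rise as delta FosB binds a TAMRA Cdk5 AP-1 oligo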
Target sequence (P13346 whole entry, looked up): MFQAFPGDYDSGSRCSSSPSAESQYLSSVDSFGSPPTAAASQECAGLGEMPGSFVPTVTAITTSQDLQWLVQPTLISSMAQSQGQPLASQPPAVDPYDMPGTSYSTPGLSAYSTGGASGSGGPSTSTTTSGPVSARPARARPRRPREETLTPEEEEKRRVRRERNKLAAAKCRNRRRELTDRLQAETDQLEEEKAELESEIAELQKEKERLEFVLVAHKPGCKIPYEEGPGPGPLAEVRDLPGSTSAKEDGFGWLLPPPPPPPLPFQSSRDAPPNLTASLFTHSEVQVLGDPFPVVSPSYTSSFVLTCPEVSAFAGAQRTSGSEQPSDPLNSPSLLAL
MITF act = MITF TRPM1 promoter activation in melanoma cells | SK-MEL-5 TRPM1-promoter luciferase, 24 h; % of positive control, neutral wells = 0 | activation, % at 12.5 µM | hit rate 0.75% among 300,000 | AID 588334;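 active = mean activation of at least 80% with every replicate also reaching 80%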;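 note: 0% = neutral control wells and 100% = parthenolide positive control wells; values of inactives mirror those of a sister screen read the other way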
cardiac RTF act = increases calcium sensitivity of human cardiac regulated thin filaments; P19429+P45379; IANBD-labeled TnC RTF fluorescence at EC20 calcium; 0% EC20 calcium, 100% full calcium; activation, % at 7.2 µM; hit rate 0.24% among 340,000;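 active = activation above the mean over all tested compounds plus 3 SD, cut at about 30% in these data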;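 note: rise in fluorescence read as greater calcium sensitivity of cardiac thin filaments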
CDK5 p35 inh = inhibitors of human CDK5/p35 kinase. AID 488839. hit rate 0.01% among 330,000. Q00535+Q15078. inhibition, % at 10 µM. Recombinant CDK5/p35, ADP-Glo luminescence, 60 min;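 active = highest replicate inhibition of at least 50% and at least 75% of replicates reaching 50%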;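 note: plate controls were DMSO neutral control for no effect and GW8510 at 10 µM for full effect; many of its hits are not listed in these tables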
Target sequence (Q00535 whole entry, looked up): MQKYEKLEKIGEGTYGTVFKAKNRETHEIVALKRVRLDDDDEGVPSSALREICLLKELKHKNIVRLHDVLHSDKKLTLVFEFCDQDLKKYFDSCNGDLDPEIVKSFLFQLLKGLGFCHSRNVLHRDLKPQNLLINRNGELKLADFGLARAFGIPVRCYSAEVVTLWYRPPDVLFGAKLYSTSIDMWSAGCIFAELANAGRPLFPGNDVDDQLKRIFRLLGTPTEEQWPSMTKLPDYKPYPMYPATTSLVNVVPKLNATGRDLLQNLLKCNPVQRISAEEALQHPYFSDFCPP
Target sequence (Q15078 whole entry, looked up): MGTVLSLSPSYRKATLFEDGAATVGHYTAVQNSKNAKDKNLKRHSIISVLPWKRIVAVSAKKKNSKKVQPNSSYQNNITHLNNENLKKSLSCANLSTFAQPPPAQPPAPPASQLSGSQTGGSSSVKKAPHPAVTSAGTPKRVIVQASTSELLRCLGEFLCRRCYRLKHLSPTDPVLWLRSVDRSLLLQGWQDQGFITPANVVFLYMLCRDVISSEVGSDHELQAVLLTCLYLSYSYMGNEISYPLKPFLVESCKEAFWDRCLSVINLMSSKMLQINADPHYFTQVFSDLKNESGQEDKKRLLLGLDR
Wnt act = activates Wnt/beta-catenin signaling in a reporter cell assay | activation, % at 9.35 µM | hit rate 1.2% among 300,000 | activator, plate reader; in the data active = activation above about 30%, passing the limit was not always enough;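 note: 0% = neutral control wells and 100% = positive control wells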
CAL PDZ FP-2 = inhibitors of human CAL PDZ peptide binding | purified CAL PDZ, TMR-peptide fluorescence polarization, 1 h | inhibition, % at 24.9 µM | hit rate 0.92% among 300,000 | AID 602252;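 active = mean inhibition of at least 30% with at least half of replicates also reaching 30%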;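 note: 0% = DMSO neutral control and 100% = excess unlabeled competitor peptide PRC23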
Tat transport = blocks Tat-dependent protein export in E. coli. E. coli MC4100 TorA-mCherry Tat export, fluorescence. inhibition, % at 10 µM. hit rate 0.036% among 340,000;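 active = mean replicate inhibition at least 50% and at least half of replicates individually reaching 50%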;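 note: exported cargo escapes ClpAP degradation while cytoplasmic cargo is degraded and loses fluorescence; 0% = median of neutral control wells and 100% = median of NaSCN control wells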
V-ATPase pH = yeast V-ATPase proton transport regulation by pHLuorin. AID 504577. hit rate 0.37% among 350,000. response, % at 10 µM. S. cerevisiae, pHLuorin cytosolic pH fluorescence; in the data active = response mostly above about 7.3%, no sharp cut-off; inactive = mostly below about 5.4%; note: actives read high; inactives centre near 0; some compounds called inactive have numbers as strong as hits; reference of the scale not given here
An asterisk follows results filed as active; nt = not tested or not shown.

Each structure is followed by: CAL PDZ FP-1 | Rtt109 HAT inh | dFosB activator | MITF act | cardiac RTF act | CDK5 p35 inh | Wnt act | CAL PDZ FP-2 | Tat transport | V-ATPase pH
Cc1ccc2c(Cl)c(C(=O)NCCc3ccccc3)sc2c1
→ -0.6 | -4 | -9 | 106* | 4 | 0.3 | nt | -4 | -2 | -1
Cc1ccc(NC(=O)Nc2nnc(CSCCOc3ccc(Cl)cc3)s2)cc1
→ -2.7 | -8 | 8 | -8 | -3 | 0.2 | -1 | -2 | 2 | 0
Cc1cc(=O)oc2cc(OCC(=O)OCC(=O)NC(=O)NC(C)C)ccc12
→ -6.5 | -2 | -6 | 1 | -7 | -0.6 | -1 | 0 | -4 | -1
O=C(NCCN1CCOCC1)c1cccc(NS(=O)(=O)c2ccc(Br)cc2)c1
→ -1.4 | -6 | -6 | 11 | 1 | -0.2 | -1 | -3 | -1 | 5
COc1cccc(/C=C(\C#N)c2nc3ccccc3[nH]2)c1OCC(=O)O
→ -0.7 | -1 | -6 | nt | -2 | 9.5 | 3 | -6 | 12 | -4
O=C(O)C1CC=CCC1C(=O)NNc1c(Cl)cc(Cl)cc1Cl (stereo not given)
→ 1.1 | 0 | -1 | 4 | -4 | -1.5 | -2 | 5 | -8 | 12*
COC(=O)c1cccc(N(C(=O)c2cnccn2)C(C(=O)NCc2ccccc2)c2ccco2)c1 (stereo not given)
→ -1.2 | 0 | -1 | -2 | 3 | 0.9 | -1 | -2 | -7 | -4
Cc1ccc(-n2c(SCC(=O)N/N=C/C=C/c3ccccc3[N+](=O)[O-])nc3ccccc3c2=O)cc1
→ -2.0 | -5 | -2 | 4 | 3 | -0.6 | nt | 6 | -8 | -17
COCc1cc(=O)[nH]c(SC)n1
→ 0.3 | -6 | 0 | -8 | 4 | 0.3 | 0 | nt | 1 | 3
CCOc1ccc(CCNC(=O)c2cc(-c3ccccc3)c(N3CCOCC3)s2)cc1
→ 0.4 | -6 | 7 | -8 | 1 | 1.9 | -6 | 2 | 2 | 2
CCCN1C2CCCC1CC(NC(=O)c1ccccc1)C2 (stereo not given)
→ -1.2 | 6 | 0 | 3 | 6 | -0.7 | 2 | 0 | 1 | 5
Cc1ccc(S(=O)(=O)N2CCN(CC(=O)N(CC(C)C)c3c(N)n(CC(C)C)c(=O)[nH]c3=O)CC2)c(C)c1
→ 0.7 | 17 | -10 | 8 | 4 | -0.2 | nt | -5 | -8 | 0
CC1CCN(CCC(=O)Nc2ccccc2)CC1
→ -0.5 | 9 | -1 | 5 | 4 | 0.4 | -2 | nt | -11 | -1
C[C@H]1CN=C(N(C)C)N1CC1CCC(C(C)(C)C)CC1 (stereo not given in full)
→ -1.8 | 8 | -9 | 13 | 1 | 0.4 | -5 | -6 | 11 | 0
N#Cc1cnn2c3c(cnc12)C(=O)N1CCc2ccccc2C1C3 (stereo not given)
→ nt | -17 | -10 | 20 | -5 | 1.3 | 2 | -3 | 7 | -1

Compound profiles, as listed above.
`COC(=O)c1cccc(N(C(=O)c2cnccn2)C(C(=O)NCc2ccccc2)c2ccco2)c1` (stereo not given) reads CAL PDZ FP-1: -1.2; Rtt109 HAT inh: 0; dFosB activator: -1; MITF act: -2; cardiac RTF act: 3; CDK5 p35 inh: 0.9; Wnt act: -1; CAL PDZ FP-2: -2; Tat transport: -7; V-ATPase pH: -4
`Cc1ccc(-n2c(SCC(=O)N/N=C/C=C/c3ccccc3[N+](=O)[O-])nc3ccccc3c2=O)cc1` reads CAL PDZ FP-1: -2.0; Rtt109 HAT inh: -5; dFosB activator: -2; MITF act: 4; cardiac RTF act: 3; CDK5 p35 inh: -0.6; Wnt act: nt; CAL PDZ FP-2: 6; Tat transport: -8; V-ATPase pH: -17

3 structures from above, ordered by molar mass, descending:
Each structure is followed by: CAL PDZ FP-1 | Rtt109 HAT inh | dFosB activator | MITF act | cardiac RTF act | CDK5 p35 inh | Wnt act | CAL PDZ FP-2 | Tat transport | V-ATPase pH
Cc1ccc(NC(=O)Nc2nnc(CSCCOc3ccc(Cl)cc3)s2)cc1
→ -2.7 | -8 | 8 | -8 | -3 | 0.2 | -1 | -2 | 2 | 0
O=C(O)C1CC=CCC1C(=O)NNc1c(Cl)cc(Cl)cc1Cl (stereo not given)
→ 1.1 | 0 | -1 | 4 | -4 | -1.5 | -2 | 5 | -8 | 12*
CCCN1C2CCCC1CC(NC(=O)c1ccccc1)C2 (stereo not given)
→ -1.2 | 6 | 0 | 3 | 6 | -0.7 | 2 | 0 | 1 | 5

Going on with the list:
Each structure is followed by: CAL PDZ FP-1 | Rtt109 HAT inh | dFosB activator | MITF act | cardiac RTF act | CDK5 p35 inh | Wnt act | CAL PDZ FP-2 | Tat transport | V-ATPase pH
COc1cc2ccccc2cc1C(=O)NC(=S)Nc1cccc(C(=O)O)c1C
→ -2.8 | 17 | -14 | 0 | -2 | -0.6 | 6 | 1 | -6 | -4
CC(=O)N1CCCc2cc(S(=O)(=O)Nc3ccc(C)cc3C)ccc21
→ -0.5 | 4 | -4 | 23 | 3 | 1.5 | -3 | -3 | -2 | 0
COc1ccc(CCNC(=O)CNCCc2ccc(F)cc2)cc1
→ 0.3 | 2 | 6 | 6 | -8 | -0.2 | 2 | 1 | -6 | -2
CN(C)c1ccc(/C=C2\SC(=O)N(CCc3nnc(N)s3)C2=O)cc1
→ -3.6 | 45 | -5 | -80 | 23 | 2.2 | 2 | -3 | 0 | -1
CCOC(=O)C1=C(C)NC(=O)NC1c1ccc(-c2ccccc2F)o1 (stereo not given)
→ -0.5 | -9 | 8 | -9 | -1 | -0.5 | nt | -3 | -1 | -3
CCOC(=O)CSc1nc(N2CCOCC2)c2c(c1C#N)CC(C)(C)N(C)C2
→ -1.4 | -9 | -10 | 0 | 0 | -1.6 | -7 | -1 | 5 | 4
CCOc1ccc(N(CC(=O)NCCOc2ccc(C)cc2)S(=O)(=O)c2ccccc2)cc1
→ -2.2 | -2 | 1 | -5 | -5 | -0.7 | -2 | nt | 4 | -4
CCc1ccc(C(=O)COC(=O)C(CCSC)NC(=O)c2ccccc2)cc1 (stereo not given)
→ -1.2 | 1 | 11 | 0 | -4 | 2.0 | -4 | -3 | -4 | -2
CCOc1ccccc1C1CC(c2ccc(Br)cc2)Nc2nc(N)nn21 (stereo not given)
→ -0.9 | -2 | -12 | -4 | 12 | 2.0 | -4 | nt | 8 | -2
O=C(CNC(=O)c1ccccc1F)OCC(=O)N1CCCCC1
→ -0.4 | -1 | -4 | 13 | 3 | 0.1 | 0 | -1 | 2 | -2
CCOc1ccc(N2CC(C(=O)Nc3ccccc3OC)CC2=O)cc1 (stereo not given)
→ -0.2 | -1 | -18 | nt | 4 | -1.1 | -2 | nt | -9 | 0
Cc1ccc(NC(=O)CSc2nnc(C3CC3)n2CC2CCCO2)c(C)c1 (stereo not given)
→ -1.7 | 1 | -3 | 2 | -9 | -0.2 | -1 | 0 | -9 | -3
COc1ccc(COC(=O)N/N=C(\C)CC(=O)Nc2ccc(Cl)cn2)cc1
→ -0.6 | 3 | -4 | nt | nt | -7.0 | -1 | nt | 16 | 1
C1=CC(c2cc3ccccc3o2)OC(CCc2ccccc2)C1 (stereo not given)
→ 0.1 | -1 | -10 | 7 | 7 | -0.4 | 0 | -4 | 2 | 0
CCC(=O)c1ccc(N2CCN(C(=O)c3ccccc3F)CC2)c(F)c1
→ -1.4 | 1 | -9 | -2 | -6 | 1.1 | -3 | -7 | 6 | -2

Compounds listed so far that have a thiophene ring, fused or not:
Each structure is followed by: CAL PDZ FP-1 | Rtt109 HAT inh | dFosB activator | MITF act | cardiac RTF act | CDK5 p35 inh | Wnt act | CAL PDZ FP-2 | Tat transport | V-ATPase pH
Cc1ccc2c(Cl)c(C(=O)NCCc3ccccc3)sc2c1
→ -0.6 | -4 | -9 | 106* | 4 | 0.3 | nt | -4 | -2 | -1
CCOc1ccc(CCNC(=O)c2cc(-c3ccccc3)c(N3CCOCC3)s2)cc1
→ 0.4 | -6 | 7 | -8 | 1 | 1.9 | -6 | 2 | 2 | 2

Next part
Each structure is followed by: CAL PDZ FP-1 | Rtt109 HAT inh | dFosB activator | MITF act | cardiac RTF act | CDK5 p35 inh | Wnt act | CAL PDZ FP-2 | Tat transport | V-ATPase pH
CCOC(=O)C1CCCN(C(=O)c2ccc(OC(C)=O)cc2)C1 (stereo not given)
→ -0.4 | 4 | -3 | nt | -1 | 1.2 | -1 | -2 | -6 | 7
CCCCn1c(SCC(=O)NCc2cccs2)nc2c1c(=O)n(C)c(=O)n2C
→ -2.4 | -3 | -4 | -1 | -5 | -1.0 | nt | -3 | -1 | 1
CCOc1ccccc1NC(=O)COC(=O)c1c(CC)noc1C
→ -1.8 | 7 | 6 | 2 | -1 | -1.1 | 0 | 0 | -6 | 2
Cc1cc(C)nc(N2CCC(C(=O)NCCc3ccccc3)CC2)n1
→ -0.9 | 4 | -3 | nt | 4 | -1.8 | -2 | -4 | -1 | 4
Cc1cc(Oc2ccccc2)nc(-c2ccccc2)n1
→ -0.8 | -13 | -2 | 12 | -2 | 0.4 | nt | nt | 4 | 3
COc1cccc(C(=O)Nc2ccc3c(c2)n(C)c(=O)n3C)c1
→ nt | 1 | -1 | 16 | -2 | -2.9 | 0 | -2 | 32 | -2
O=C(CN1C(=O)C(=O)N(Cc2ccco2)C1=O)Nc1ccc(F)c(F)c1F
→ -3.3 | 1 | 1 | -8 | -3 | -5.3 | 0 | -2 | 14 | 3
COc1ccc(C)cc1NC(=O)CSc1nnc(-c2ccc(C)cc2)o1
→ 0.1 | -10 | -5 | 11 | 4 | -1.3 | -3 | 2 | -13 | -2
COc1ccc(S(=O)(=O)N2CCOCC2)cc1NC(=O)[C@@H]1CCCN1C(=O)c1cccs1
→ -2.4 | 1 | -8 | -1 | -7 | 0.1 | 0 | 5 | -4 | 2
CCN(CC)S(=O)(=O)c1ccc(N2CCOCC2)c(NCC(=O)Nc2ccc(F)cc2)c1
→ 0.5 | nt | -7 | 5 | 1 | 1.0 | -2 | -4 | 13 | -1
Cc1c(C(=O)Nn2cnnc2)oc2ccccc12
→ -0.3 | -23 | 4 | 9 | 4 | -1.2 | nt | -5 | -6 | 0
CCOC(=O)C1=C(N)OC2=C(C(=O)CC(C)(C)C2)C1c1ccccc1OC (stereo not given)
→ -1.4 | nt | -7 | 1 | 1 | 0.3 | nt | -3 | 4 | 2
C=C(C)COc1ccc2c(C)c(CCC(=O)NC3CC3)c(=O)oc2c1
→ -3.0 | -4 | -14 | 16 | 5 | -0.6 | 0 | -1 | 0 | 2
O=C(CSc1ccc2nnc(-c3cccnc3)n2n1)N1CCOCC1
→ 0.9 | -2 | -12 | -11 | 1 | -5.6 | -1 | -4 | -3 | 0
COc1ccc(NC(=O)CSc2nnc(C)n2C2CC2)cc1S(=O)(=O)N1CCOCC1
→ -0.1 | -1 | -8 | -6 | -1 | 0.8 | -2 | 12 | 3 | 2

Rows were taken by chance. About 4.1% of those tested had a hit in this group.
